Screening results (PubChem)
TbREL1 inh – TbREL1 RNA ligase inhibitors, primary screen, biochemical, FRET fluorescence; RNA-editing ligase 1, mitochondrial (Trypanosoma brucei brucei), P86926; TbREL1 RNA ligation; inhibition, % at 9.66 µM; 0.49% of 89,000 active; AID 1117264, 2014;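 active = inhibition above the mean inhibition across all screened compounds plus 3 SD, cut at about 11% in these data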;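 note: 0% = plate median of test wells and 100% = NSC42067 control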
Target sequence (P86926 whole entry, looked up): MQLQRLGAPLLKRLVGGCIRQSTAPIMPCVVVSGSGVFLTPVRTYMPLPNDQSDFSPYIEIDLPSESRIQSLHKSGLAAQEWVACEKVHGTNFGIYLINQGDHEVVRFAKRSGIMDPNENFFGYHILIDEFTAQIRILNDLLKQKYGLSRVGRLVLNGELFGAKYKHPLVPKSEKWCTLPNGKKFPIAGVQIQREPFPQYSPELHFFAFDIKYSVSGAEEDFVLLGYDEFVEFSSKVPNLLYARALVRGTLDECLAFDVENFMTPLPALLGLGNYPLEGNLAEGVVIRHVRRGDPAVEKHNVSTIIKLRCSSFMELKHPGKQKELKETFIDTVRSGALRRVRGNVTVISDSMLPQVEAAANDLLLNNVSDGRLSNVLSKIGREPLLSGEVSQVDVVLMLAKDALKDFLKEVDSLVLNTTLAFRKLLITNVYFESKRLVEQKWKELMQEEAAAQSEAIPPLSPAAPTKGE
* = called active by the depositor. This is a subset, so the mix of outcomes need not match the whole.

smiles	TbREL1 inh
O=C(/C(=C/O)N=Nc1ccc(Cl)cc1)c1ccncc1	0
Cc1ccc(C(=O)NC2CCS(=O)(=O)C2)cc1S(=O)(=O)N1CCCCC1 (stereo not given)	-2
CCNC(=S)NNC(=O)c1ccc(OC(F)F)cc1	1
O=C(Cc1n[nH]c(=O)c2ccccc12)Nc1cccc(S(=O)(=O)N2CCCC2)c1	-1
CC1Cc2ccccc2N1S(=O)(=O)c1cccc(C(=O)N2CC(=O)Nc3ccccc32)c1 (stereo not given)	1
CCNC(=S)NNC(=O)CSc1nnc(SCc2cccc3ccccc23)s1	-11
CCOC(=O)c1sc(NC(=O)CC)c(C#N)c1C	2
CCSc1nnc(COc2ccccc2)n1CC	7
O=C(N1CCOCC1)N1CCCC(c2nc(-c3cccs3)no2)C1 (stereo not given)	5
O=C1C=C(c2ccc(O)cc2)C[C@@H](c2ccc(Cl)cc2)C1	5
C[C@H](CO)N1C[C@H](C)[C@@H](CN(C)S(C)(=O)=O)Oc2c(NC(=O)Nc3ccc(C(F)(F)F)cc3)cccc2C1=O	-2
O=C(CSc1nc2[nH]c(=O)cc(O)c2s1)Nc1cccc(Br)c1	-2
Cc1ccc2nc(SCC(=O)N(CC(C)C)c3c(N)n(Cc4ccccc4)c(=O)[nH]c3=O)[nH]c2c1	-3
N#Cc1ccc(CN2CCN(C(=O)c3ccccc3)CC2)c(Cl)c1	0
COc1ccc(S(=O)(=O)N2CCC(C(=O)NC(C)CCc3ccccc3)CC2)cc1 (stereo not given)	-1
CCOC(=O)C1C(c2ccc(Cl)cc2)NC(=S)NC1(O)C(F)(F)F (stereo not given)	-2
COc1ccc(C(=O)NCCNC(=O)c2cnccn2)cc1	-1
Cc1cc(C)cc(N(CC(=O)NC(C)(C)C)C(=O)CCC(=O)Nc2ccccn2)c1	-4
COc1cc(CN2CCCC(C(=O)c3ccc(SC)cc3)C2)cc(Cl)c1O (stereo not given)	-2
CCN(CC1CCCN(CCc2cccc(F)c2)C1)C(=O)c1ccoc1C (stereo not given)	0
CC(C)(C)c1cccc(P(=O)(c2ccccc2)c2ccccc2)c1O	-2
CS(=O)(=O)N1N=C(c2cccs2)CC1c1ccco1 (stereo not given)	2
O=C(O)c1ccc(S(=O)(=O)c2ccccc2)s1	2
C=CCn1c(SCC(=O)c2ccc(F)cc2)nnc1-c1ccc(F)cc1	-6
COC(=O)[C@@H]1[C@@H](C)N(Cc2ccccc2)C(=O)N[C@H]1c1cccc(C(F)(F)F)c1	0
CCOC(=O)Cc1csc(NC(=O)c2c(-c3c(F)cccc3Cl)noc2C)n1	-1
CCN(C(=O)COC(=O)C1CC1C)c1c(N)n(Cc2ccccc2)c(=O)[nH]c1=O (stereo not given)	-1
CCOC(=O)c1sc(=S)n(-c2ccc(Cl)cc2)c1SC	-3
COC(=O)[C@]12CCCCC=C1N(Cc1ccc3c(c1)OCO3)C(=O)[C@H](CC(=O)NCCc1ccccc1OC)C2	-1
O=C(Nc1nc2ccccc2s1)c1ccc2c(c1)OCO2	2
COc1cc2c(C#CCCO)c(-c3ccc(C#N)cc3)oc(=O)c2cc1OC	2
Cc1c(C(=O)NCc2ccc3c(c2)OCCO3)sc(=O)n1Cc1ccc(S(=O)(=O)N(C)C)cc1	0
COc1ccc(CC(=O)NNC(=O)COc2ccc(C)cc2)cc1S(=O)(=O)N1CCOCC1	-3
NC(=O)c1ccccc1NC(=O)/C=C/c1ccc(Cl)cc1	2
Cc1cc(C)n2c(SC(C)C(=O)NC3(C#N)CCCCC3)nnc2n1 (stereo not given)	1
Cc1nn(-c2ccccc2)c(Cl)c1C(=O)NCC(C)c1ccccc1 (stereo not given)	-1
Cc1c(Cl)cccc1NC(=S)N(CCN(C)C)C(C)c1ccccn1 (stereo not given)	6
COCCCNC(=O)CS(=O)Cc1nc(-c2cccc(OC)c2)oc1C (stereo not given)	-1
CC(=O)Nc1ccc(S(=O)(=O)NCCc2cc3c(C)ccc(C)c3[nH]c2=O)cc1	2
Cc1ccc(NC(=O)/C=C2\NC(=O)CS2)cc1	-2
CCN=C(Nc1ccc(Cl)cc1)c1cccnc1	-1
O=C(NCc1ccccc1)Oc1cccc(Cl)c1	-1
Cc1cccn2c(=O)c(C=O)c(N3CC(C)OC(C)C3)nc12 (stereo not given)	4
COc1ccc(-n2c(=S)[nH]c3cc(C(=O)NCc4cccnc4)ccc3c2=O)cc1	-2
O=C(COc1ccc(/C=N/NC(=O)c2ccc(O)cc2)cc1)Nc1ccc([N+](=O)[O-])cc1	1
CC(=O)c1cccc(NC(=O)C(C)OC(=O)CNC(=O)c2ccc(C)s2)c1 (stereo not given)	-4
CCOc1ncccc1C(=O)Nc1cc(S(=O)(=O)N2CCCCCC2)ccc1OC	3
COc1ccc(CN2C(=O)CCC2(C)C(=O)NCc2cccnc2)c(OC)c1 (stereo not given)	7
COc1ccccc1[C@@]1(C)ON(c2ccccc2C(F)(F)F)C1=O	-1
O=S(=O)(c1ccc(Cl)c(F)c1)N1CCC(c2nc(-c3ccncc3)no2)CC1	-1
Cc1ccc(OCC(=O)N2CCOCC2)c([N+](=O)[O-])n1	5
Cc1ccccc1CN(c1ccc(C(=O)NCC2CCCO2)cc1)S(C)(=O)=O (stereo not given)	5
CCOc1cc(S(=O)(=O)NCCc2ccc(OC)c(OC)c2)c(OCC)cc1-n1cnnn1	7
Fc1ccc(N/N=C2/CCSc3sccc32)c(F)c1	-3
O=C(Nc1ccc2nc3n(c(=O)c2c1)CCCC3)c1cccnc1Cl	1
O=C(Cc1ccc(NC(=O)C2CCCN(C(=O)C3CCC3)C2)cc1)Nc1cccc(C(=O)N2CCCC2)c1 (stereo not given)	-1
CN1CCN(c2ccc(NC(=S)NC(=O)/C=C/c3ccco3)cc2)CC1	-5
CCOC(=O)C1C(=O)C=C(c2ccc(NS(C)(=O)=O)cc2)CC1c1ccco1 (stereo not given)	-1
COC(=O)C(NNc1ccccc1)(NC(=O)c1cccc(F)c1)C(F)(F)F (stereo not given)	-2
CC(=O)N(C)C1=C(O)c2ccccc2C(=O)C1=O	1

Part of the list above, set out differently.
Molecule: Cc1cc(C)n2c(SC(C)C(=O)NC3(C#N)CCCCC3)nnc2n1 (stereo not given)
  TbREL1 inh: 1

Molecule: CC1Cc2ccccc2N1S(=O)(=O)c1cccc(C(=O)N2CC(=O)Nc3ccccc32)c1 (stereo not given)
  TbREL1 inh: 1

Molecule: CCOC(=O)c1sc(NC(=O)CC)c(C#N)c1C
  TbREL1 inh: 2

Molecule: Cc1cccn2c(=O)c(C=O)c(N3CC(C)OC(C)C3)nc12 (stereo not given)
  TbREL1 inh: 4

Three structures from above, ordered by formula weight, falling:
smiles	TbREL1 inh
CC(=O)c1cccc(NC(=O)C(C)OC(=O)CNC(=O)c2ccc(C)s2)c1 (stereo not given)	-4
O=C(Nc1ccc2nc3n(c(=O)c2c1)CCCC3)c1cccnc1Cl	1
Cc1ccc(OCC(=O)N2CCOCC2)c([N+](=O)[O-])n1	5

Other structures.
smiles	TbREL1 inh
CCC(C)c1ccccc1NC(=O)c1cc(C)no1 (stereo not given)	-3
O=C(c1cc2ccccc2o1)N1CCN(c2cccc(C(F)(F)F)c2)CC1	5
CCn1cc(C(=O)NCCCN2CCCC(C)C2)c(=O)c2cc(S(=O)(=O)N3CCOCC3)ccc21 (stereo not given)	0
O=C(NC1CCCCC1)C1CCN(S(=O)(=O)c2cccc3cccnc23)CC1	1
O=C(OCC#CCSc1nnc(-c2cccc(F)c2)o1)c1ccc(F)cc1	-4
CC(=O)c1cccc(NC(=O)CSc2ncc(C(=O)Nc3ccccc3)c(=O)n2C)c1	0
CNC(=S)N/N=C/c1c(C(=O)OC)cnn1-c1ccc(Cl)cc1	0
Cc1ccc2nc(NC(=O)COC(=O)c3ccco3)sc2c1	1
CCOC(=O)C1CCN(C(=O)CCS(=O)(=O)c2ccc3c(c2)n(C)c(=O)c(=O)n3C)CC1	-1
CCN(CC)C(=O)COc1ccc(C=O)cc1OC	0
CC1(NC(=O)COc2ccccc2-c2ccccc2)CCS(=O)(=O)C1 (stereo not given)	-2
C=CCOC(=O)C1CC=CCC1C(=O)Oc1ccc(F)cc1F (stereo not given)	2
CCn1c(SCC(=O)c2ccc(O)c(O)c2)nnc1-c1ccccc1OC	8
O=C(NCc1ccccc1Cl)c1ccc2nc([C@@H]3O[C@H](CO)[C@@H](O)[C@H]3O)[nH]c2c1	-1
C/C(=N\NC(=O)Cc1ccc(Br)cc1)c1cccnc1	0
O=S(=O)(c1cccc(COc2ccc(Cl)cc2Cl)c1)N1CCOCC1	-1
CCOc1cc(-c2noc(CCCC(=O)NC3CCCCC3)n2)ccc1OC	-3
Cc1ccc(S(=O)(=O)Nc2c(C)n(C)n(-c3ccccc3)c2=O)cc1C(=O)OC(C)C(=O)N(C)c1ccccc1 (stereo not given)	-3
N#CC1(C#N)COC23CCCCC2C1(C#N)C(=N)O3 (stereo not given)	-2
CC(C#N)Sc1ncnc2sc(-c3ccccc3)cc12 (stereo not given)	0
CC1CCCCN1C(=O)Cn1c(=O)n(CCC(=O)NCc2ccco2)c(=O)c2sccc21 (stereo not given)	0
Cc1cc(NC(=O)c2ccco2)c(=O)n(Cc2c(F)cccc2Cl)c1	1
COc1ccc(NC(=O)c2ccc(NC(=O)c3nc4nccc(C)n4n3)cc2)cc1	1
COc1ccc(-c2noc(CCC(=O)O)n2)cc1	1
Cc1ccccc1C(=O)NC(=S)Nc1ccc(N2CCN(C(=O)c3ccccc3)CC2)cc1	-1
CCCCNc1c(-c2cccc(SC(C)CC)c2)nc2ccc(Cl)cn12 (stereo not given)	-1
CC(=O)c1ccccc1NS(=O)(=O)c1cccc2nonc12	0
O=P(COCCOCCOCCOCP(=O)(c1ccccc1)c1ccccc1)(c1ccccc1)c1ccccc1	9
COc1cccc(Cn2cc(-c3cccc(C(F)(F)F)c3)nn2)c1	5
CN(Cc1ccco1)S(=O)(=O)c1ccc2c(c1)CCN2C(=O)CCC(=O)O	-1
CCOc1ccc2c(c1)OC1(CCC(C)C1)CC2=O (stereo not given)	-2
CCN1C(=O)[C@@H]2[C@@H](c3ccc(-c4ccc(F)cc4)c(OC)c3)N3CCC[C@@]3(C(=O)OC)[C@@H]2C1=O	-3
O=C(Cn1cc2c(n1)CCCCC2)N1CCc2ccccc2C1	-2
Cc1ccc(C(=O)C2CCN(S(=O)(=O)c3ccccc3C(=O)O)CC2)cc1	-1
COc1ccc(CNC(=O)c2csc(Cc3ccccc3)n2)cc1	1
CCCCN(C(=O)CSc1nn(-c2ccc(F)cc2)c(=S)s1)c1c(N)n(CCCC)c(=O)[nH]c1=O	0
CCOC(=O)C1CCN(CC(C)(C)NS(=O)(=O)c2ccc(Cl)cc2)CC1	2
COc1cccc(OC)c1C(=O)Nc1ccc2c(c1)Cc1ccccc1-2	-4
O=C(NC1CC(=O)N(c2ccc(Cl)cc2)C1)C1CC1 (stereo not given)	1
COc1cc(NC(=O)c2cccs2)ccc1NC(=O)Cc1ccccc1	-1

As entered above:
In TbREL1 inh, CCOC(=O)C1CCN(CC(C)(C)NS(=O)(=O)c2ccc(Cl)cc2)CC1 is entered as 2
In TbREL1 inh, COc1cccc(OC)c1C(=O)Nc1ccc2c(c1)Cc1ccccc1-2 is entered as -4
In TbREL1 inh, CCCCNc1c(-c2cccc(SC(C)CC)c2)nc2ccc(Cl)cn12 (stereo not given) is entered as -1
In TbREL1 inh, COc1cccc(Cn2cc(-c3cccc(C(F)(F)F)c3)nn2)c1 is entered as 5
In TbREL1 inh, CC1CCCCN1C(=O)Cn1c(=O)n(CCC(=O)NCc2ccco2)c(=O)c2sccc21 (stereo not given) is entered as 0

More structures follow:
smiles	TbREL1 inh
Cc1cc(NS(=O)(=O)c2ccc(NC(=O)c3cc(-c4cccnc4)nc4ccc(Cl)cc34)cc2)no1	3
Cc1cc(OC(=O)c2c(Cl)cccc2Cl)nc(C)n1	0
Cn1c(=O)[nH]c(=O)c2c1nc(OC(=O)c1ccccc1)n2CC(O)COc1ccc(F)cc1 (stereo not given)	-5
COc1ccc2[nH]cc(CCCN3C(=O)c4ccccc4C3=O)c2c1	-1
COCc1cc(Sc2c(Cl)cccc2Cl)nc(-c2ccccc2)n1	-2
COCCN(C(=O)COC(=O)C12CC3CC(CC(Cl)(C3)C1)C2)c1c(N)n(Cc2ccccc2)c(=O)[nH]c1=O	-1
CCCCOCCCNC(=O)c1ccc(OCC)cc1	3
COc1cc(C(=O)NCc2ccccn2)ccc1OCc1c(C)noc1C	0
O=C(CNCCc1ccccc1)N1CCc2ccccc2C1	9
CC(=O)c1cccc(NC(=O)CN(c2ccc(C)cc2)S(=O)(=O)c2cccc3nonc23)c1	-2
C[C@@H]1CN([C@H](C)CO)C(=O)c2cccc(NC(=O)Nc3ccc(C(F)(F)F)cc3)c2O[C@H]1CN(C)S(=O)(=O)c1cccs1	-2
O=C(NN1C(=O)c2ccccc2NC1c1cccnc1)c1ccc([N+](=O)[O-])cc1 (stereo not given)	0
CC(=O)Nc1ccc(S(=O)(=O)N2CCN(Cc3csc(C)n3)CC2)cc1	8
CCCCCCCNC(=O)C1(CC2CC(c3ccc(Cl)cc3)=NO2)CCN(C(=O)C2CCCC2)CC1 (stereo not given)	0
Cc1ccc(-c2ccc(CN3C(C(C)C)C(=O)N(Cc4cn(CC5CCCCC5)nn4)CCS3(=O)=O)cc2)cc1 (stereo not given)	5
Cc1cc(C)cc(N(C(=O)c2csnn2)C(C(=O)NC(C)(C)C)c2cccnc2)c1 (stereo not given)	4
O=C(COC(=O)c1ccc(O)cc1O)NC(=O)Cc1ccccc1	2
COc1cc(/C=C2/C(=O)ON=C2c2ccccc2)ccc1O	-2
O=C(Nc1nnc(C2CC2)s1)C1=NN(C2CCS(=O)(=O)C2)C(=O)CC1 (stereo not given)	0
